CASP6 VEID inh: blocks human caspase-6 cleavage activity; inhibition, % at 12.5 µM; purified caspase-6, Z-VEID-R110 cleavage fluorescence; P55212; 0.53% of 350,000 active;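 active means mean inhibition across replicates at least about 35%, with every replicate also reaching that limit, limit read from the data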;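 further: 0% = median of neutral control wells and 100% = no fluorescence left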
Target sequence (P55212 24-179 limits assumed): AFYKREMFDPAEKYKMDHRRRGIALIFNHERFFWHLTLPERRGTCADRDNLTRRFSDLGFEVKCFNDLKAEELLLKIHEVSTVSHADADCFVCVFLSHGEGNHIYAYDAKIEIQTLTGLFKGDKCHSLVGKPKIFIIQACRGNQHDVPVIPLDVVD
Target sequence (P55212 194-293 limits assumed): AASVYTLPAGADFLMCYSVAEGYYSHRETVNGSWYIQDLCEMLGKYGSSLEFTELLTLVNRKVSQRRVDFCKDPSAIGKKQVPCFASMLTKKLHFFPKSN
EWS-Fli inh: inhibitors of EWS/Fli oncoprotein transcriptional activity. A673 NR0B1-luciferase reporter, viability-normalised. inhibition, % at 12.6 µM. 0.67% of 350,000 active. AID 651661;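 active means mean inhibition of at least 50% after viability correction, with every replicate also passing that limit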;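 further: firefly luciferase signal divided by Alamar Blue viability fluorescence both relative to DMSO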
FN deposit inh: fibronectin deposition inhibition. 0.086% of 350,000 active. AH1F fibroblasts, Alexa488-fibronectin deposition fluorescence, overnight. inhibition, % at 12.6 µM;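 active means mean inhibition across replicates of 30% or more, regardless of how many single replicates reach that level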;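 further: positive control wells lacked labelled fibronectin entirely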
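material = AH1F fibroblast monolayer depositing Alexa488-labelled fibronectin into matrix | amount = 10000 AH1F cells/well | buffer or medium = DMEM plus 2% serum, read in PBS | incubation = 1 h cell adhesion before compound, then overnight fibronectin incubation | detection = fluorescence at 485 nm excitation, 525 nm emission | evaluation = percent inhibition as loss of matrix-bound fibronectin fluorescence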
PAX8 reporter: lowers PAX8-driven luciferase in RMG-I cells | RMG-I TPO-luciferase reporter, SteadyGlo, 24 h | AID 652154 | 1.2% of 360,000 active | inhibition, % at 12.6 µM;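 active means mean replicate inhibition at least 60% with every replicate also reaching 60%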;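 further: luciferase light reporting Pax8 driven TPO promoter activity; plate controls were median of neutral control wells for no effect and mitoxantrone controls for full effect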
Cneo AK release: causes C. neoformans cell lysis; adenylate kinase release luminescence, 4 h; normalised: neutral wells 0, clomiphene wells 100; lysis activity, % at 15 µM; 0.2% of 360,000 active;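 active means mean lysis activity across replicates of at least 80%, whatever share of replicates individually reach that level; inactive means mean lysis activity below 80%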
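Material: C. neoformans cells | Amount: Yeast cell density of 5 × 10^6 cells/mL | Medium: Fresh YPD growth medium | Dosing: Single dose | Times: Static 4 h at 37 °C with compound, 1 h detection | Detection: AK luminescence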
PGC1a acetyl inh: modulators of PGC1a acetylation | AID 651687 | 0.17% of 350,000 active | inhibition, % at 15.6 µM | U2OS PGC1a acetylation, AlphaScreen anti-acetyl-lysine; with virally co-expressed GCN5 acetyltransferase;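 active means every replicate shows inhibition of at least 40%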;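 further: 0% = neutral control wells and 100% = positive control wells; some results beyond the cut were filed as inactive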
LGR2 antag: inhibitors of bursicon-induced Drosophila LGR2 receptor cAMP signaling; AID 720647; inhibition, % at 9.99 µM; HEK293 LGR2, CRE-luciferase, bursicon-stimulated, 4 h; 0.35% of 380,000 active;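 active means drop in luminescence signal, shown as inhibition above about 50% in the replicate tests, limit read from the data, passing the limit was not always enough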;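 further: agonist challenge used bursicon conditioned medium at about half maximal strength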
miR-122 sensor: miR-122 inhibition in Huh7 cells. Huh7 miR-122 Renilla luciferase sensor, 48 h; neutral wells = 0, positive control = 100. AID 602342. activation (reporter increase), % at 12.5 µM. 0.3% of 340,000 active;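 active means mean replicate activation score at least 90 and every replicate individually at or above 90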;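 further: higher luciferase means less miR-122 activity so hits act as miR-122 inhibitors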
Starred values were filed as active, the others as inactive; nt = not tested or not shown; [ ] = remark or other dose.

Under each structure: CASP6 VEID inh | EWS-Fli inh | FN deposit inh | PAX8 reporter | Cneo AK release | PGC1a acetyl inh | LGR2 antag | miR-122 sensor
O=C(CN(Cc1ccccc1)C(=O)c1csnn1)NCCc1ccccc1
→ 0 | 5 | 20 | -1 | 0 | 18 | 10 | -3
O=C(N[C@@H]1CC[C@H](CCn2cc(-c3ccccn3)nn2)O[C@@H]1CO)c1cccnc1
→ 1 | -2 | nt | -11 | 57 | 0 | -12 | nt
COc1ccc(Cn2c(CCC(=O)O)nc3cccnc32)cc1
→ nt | nt | -14 | nt | 0 | -5 | 10 | -2
CC(Sc1ccc(Cl)cc1)C(=O)NCC(c1ccco1)N1CCCCC1 (configuration not stated)
→ -95 | 1 | -8 | -7 | -1 | nt | -3 | nt
CN1C(=O)c2cc(NC(=O)Nc3cccc(C#N)c3)ccc2OC[C@H]2O[C@@H](CC(=O)NCc3ccc(Cl)cc3)CC[C@@H]21
→ -6 | 1 | 6 | nt | nt | 9 | -4 | nt
C=CCN(C(=O)c1csnn1)C(C(=O)NCc1ccccc1)c1c(F)cccc1Cl (configuration not stated)
→ -2 | 8 | 2 | -1 | -1 | nt | -6 | nt
Cc1noc(C)c1NC(=O)Nc1ccc2c(c1)C(=O)N([C@@H](C)CO)C[C@H](C)[C@@H](CN(C)S(=O)(=O)c1cccs1)OCCCC[C@H](C)O2
→ -5 | 5 | 3 | -15 | -3 | nt | 7 | 17[16.7 µM]
CCSC1=NCCN1C(=O)c1c(-c2ccccc2Cl)noc1C
→ 3 | 1 | -5 | -5 | nt | 5 | 6 | nt
CC(C)Oc1cc(F)ccc1-c1cc(C(=O)Nc2ccc(C(C)C)cc2)[nH]n1
→ -1 | -1 | -5 | 35 | -1 | -4 | 10 | -2
CN(C)c1nc(Oc2ccc(=O)n(C)n2)nc(N2CCOCC2)n1
→ nt | nt | nt | nt | 3 | 7 | 24 | -6
COC(=O)C[C@H]1c2cc(C(F)(F)F)ccc2S(=O)(=O)N1c1ccc(N(C)C)cc1
→ nt | -18 | 7 | 15 | -1 | 9 | -4 | 1
COc1cc(OC)c2cc(C(=O)N/N=C/c3ccccc3O)[nH]c2c1
→ nt | 5 | 12 | 18 | 0 | nt | 12 | nt
CCCC#Cc1ccc([C@@H]2[C@@H](C#N)N(C(=O)CN3CCOCC3)[C@H]2CO)cc1
→ 1 | -9 | 3 | -7 | -4 | 23 | 5 | nt
CC(C)(C)[C@H]1C=C(C(=O)O)O[C@@H](OCCCCO)C1
→ nt | 4 | 1 | -7 | 0 | 9 | 17 | 0
COc1cc2nc(CN(C)Cc3ccc(Cl)cc3)[nH]c(=O)c2cc1OC
→ 1 | 3 | -8 | 7 | nt | 0 | -7 | nt
CCCN(C(=O)COC(=O)CNC(=O)c1ccc2ccccc2c1)c1c(N)n(Cc2ccccc2)c(=O)[nH]c1=O
→ -2 | 5 | -3 | -5 | 1 | 7 | -3 | -7
CC(C)[N+](C)(C)CC#CC(O)(c1ccccc1)c1ccccc1
→ 1 | 13 | -6 | 8 | nt | 8 | nt | nt
Cc1c(C)c2ccc(OCC(=O)NCCc3c[nH]c4ccccc34)cc2oc1=O
→ -1 | 19 | nt | nt | 1 | -6 | nt | 3
C[C@@H]1CN([C@@H](C)CO)S(=O)(=O)c2ccc(-c3ccccc3)cc2O[C@@H]1CN(C)Cc1cccnc1
→ nt | 1 | -12 | 20 | 1 | 2 | -8 | 0[16.7 µM]
Cc1noc(C)c1C(=O)N(C)C[C@@H]1OCc2ccccc2-c2ccccc2C(=O)N([C@@H](C)CO)C[C@@H]1C
→ 3 | -5 | -9 | 0 | 1 | 3 | -15 | nt
Oc1ccc(-c2nnc(Nc3cccc(O)c3)c3ccccc23)cc1
→ 5 | 4 | 14 | 9 | -4 | -46 | -2 | nt
COc1ccc(C(=O)N/C(=C\c2cn(S(=O)(=O)N(C)C)c3ccccc23)C(=O)NC(C)C)cc1
→ -1 | 6 | 3 | -12 | nt | -2 | -1 | nt
C[C@H](CO)N1C[C@H](C)[C@H](CN(C)C(=O)NC2CCCCC2)Oc2ccc(NS(C)(=O)=O)cc2CC1=O
→ -3 | -15 | nt | -9 | 1 | 28 | 4 | -2[16.7 µM]
COc1ccccc1NC(=O)Cn1nc(-c2ccc3c(c2)OCCO3)ccc1=O
→ 2 | -4 | 12 | 10 | nt | -20 | 30 | 1
O=C(C[C@@H]1C=C[C@H](NC(=O)c2ccncc2)[C@@H](CO)O1)Nc1ccc(-c2ccccc2)cc1
→ -2 | -3 | nt | 9 | -9 | -9 | -10 | nt
COc1ccc(-c2noc(CCC(=O)N3CCN(c4cccc(OC)c4)CC3)n2)cc1
→ -1 | -12 | -3 | 1 | -1 | -5 | -8 | -1
Cc1cccc(C(=O)Nc2ccc(S(=O)(=O)N3CCOCC3)cc2)c1[N+](=O)[O-]
→ 3 | 14 | -5 | 17 | -2 | 1 | -3 | 13
O=C(O)CCCCCN1C(=O)C(O)=C(C(=O)/C=C/c2ccccc2)C1c1ccccc1[N+](=O)[O-] (configuration not stated)
→ 3 | 8 | nt | 0 | nt | nt | -49 | nt
CC(NC(=O)c1cccc(S(=O)(=O)N2CCN(Cc3ccccc3)CC2)c1)c1ccccc1Cl (configuration not stated)
→ -81 | 2 | 10 | 15 | -1 | nt | 16 | nt
Cc1cc(O)ccc1Nc1nc(-c2cccnc2)cs1
→ -2 | -110 | 1 | -202 | -3 | nt | -70 | nt
Cc1noc(C)c1COc1ccccc1C(=O)N1CCN(c2cccc(Cl)c2)CC1
→ -137 | 33 | -1 | 15 | -1 | -8 | 21 | 32
Cc1ccc(C(=O)Cn2c(-c3ccccc3)noc2=O)cc1
→ 0 | -28 | nt | -4 | 0 | -5 | 19 | -1
COC(=O)C(NC(C)=O)(Nc1ccc(C)cn1)C(F)(F)F (configuration not stated)
→ -2 | 4 | -1 | 9 | 1 | -4 | -5 | 0
CCOC(=O)c1ccccc1N1C(=O)CSC1=S
→ -1 | 3 | nt | nt | 1 | nt | 17 | 1
CNC(=S)Nc1cc(OC)c(NC(=O)c2ccco2)cc1OC
→ nt | -5 | 6 | -3 | nt | nt | 2 | nt
O=C(NC1CCCCC1)C1CN(S(=O)(=O)c2ccccc2)CCN1S(=O)(=O)c1ccccc1 (configuration not stated)
→ nt | nt | -1 | nt | -1 | -3 | nt | 59
C[C@@H]1CCCCO[C@H](CN(C)Cc2ccc3c(c2)OCO3)[C@H](C)CN([C@@H](C)CO)C(=O)c2cc(N(C)C)ccc2O1
→ nt | -5 | nt | 2 | nt | -7 | nt | 3[16.7 µM]
CC(=O)Nc1nonc1-c1nc2ccccc2n1CCC#N
→ 0 | 6 | nt | nt | 4 | 3 | -4 | -3
Cc1cc(C)n(CCN(C)C(=O)c2cc(COc3c(F)cccc3F)on2)n1
→ -1 | -4 | -5 | 1 | nt | nt | 0 | nt
CCOc1ccc2nc(NCCNC(=O)c3cc(OC)c(OC)c(OC)c3)c(C#N)cc2c1
→ nt | -4 | 1 | 3 | nt | nt | -1 | nt

Profiles, looked up by structure. Order of values: CASP6 VEID inh, EWS-Fli inh, FN deposit inh, PAX8 reporter, Cneo AK release, PGC1a acetyl inh, LGR2 antag, miR-122 sensor
CC(=O)Nc1nonc1-c1nc2ccccc2n1CCC#N across the screens: 0, 6, nt, nt, 4, 3, -4, -3
Cc1noc(C)c1COc1ccccc1C(=O)N1CCN(c2cccc(Cl)c2)CC1 across the screens: -137, 33, -1, 15, -1, -8, 21, 32

Other results.
Under each structure: CASP6 VEID inh | EWS-Fli inh | FN deposit inh | PAX8 reporter | Cneo AK release | PGC1a acetyl inh | LGR2 antag | miR-122 sensor
COc1ccc(/C=N/N=C2/NC(=O)C(c3ccccc3)(c3ccccc3)S2)cc1
→ -1 | -1 | nt | nt | -2 | 0 | 8 | 5
COc1ccc(CN2CCN(C(=O)CN3C(=O)C4C5C=CC(C5)C4C3=O)CC2)c(OC)c1OC (configuration not stated)
→ 0 | nt | -13 | -12 | -1 | 3 | 7 | -1
CCOC(=O)[C@@H]1[C@H]2COc3ccccc3[C@H]2N2C(=O)N(c3cccc(F)c3)C(=O)[C@]12C
→ -1 | -10 | -2 | 3 | -5 | -1 | -10 | 5
O=C(CNC(=O)c1ccccn1)N/N=C/c1ccc2c(c1)OCO2
→ 1 | -25 | nt | -42 | nt | 10 | -18 | -14
C[C@H](CO)N1C[C@H](C)[C@@H](CN(C)S(C)(=O)=O)Oc2ccc(NS(C)(=O)=O)cc2CC1=O
→ 2 | -1 | nt | nt | -1 | 3 | 4 | 3[16.7 µM]
Cc1ccc(S(=O)(=O)Nc2cccc(C(=O)N3CCOCC3)c2)c(C)c1NS(C)(=O)=O
→ 4 | nt | 5 | 8 | nt | 1 | 8 | -3
O=C(NCCN1C(=O)S/C(=C\c2cccnc2)C1=O)c1ccc([N+](=O)[O-])s1
→ 6 | 0 | nt | -3 | 1 | 0 | -2 | -7
CCN(CC)C(=O)c1cccc(NC(=O)CC23CC4CC(CC(C4)C2)C3)c1
→ 0 | 4 | 4 | 13 | 2 | -8 | -7 | 11
COc1ccc2c(c1)cc(C(=O)N[C@@H](CCSC)C(=O)N1CCC(C(=O)O)CC1)n2C
→ 0 | -3 | -4 | 29 | 0 | -4 | 12 | -1
Cc1csc(Nc2ccccc2)[n+]1C
→ 2 | -38 | -4 | -16 | 9 | 16 | -30 | -7
COC(=O)CCc1c(C)c(C(=O)c2ccc(F)cc2)c2ccccn12
→ 0 | -2 | -1 | 16 | nt | -1 | -15 | nt
C[C@H](CO)N1C[C@H](C)[C@@H](CN(C)Cc2ccc(Cl)c(Cl)c2)Oc2ccc(NC(=O)Cc3cn(C)c4ccccc34)cc2CC1=O
→ -2 | 18 | nt | nt | 3 | -2 | 12 | -24[16.7 µM]
CC(=O)N1CCN=C1SCc1ccccc1
→ -1 | -13 | -9 | -8 | -1 | 14 | -7 | nt
Cc1cccc(NNC(=O)c2c(F)cccc2Cl)c1
→ 4 | 1 | -4 | 12 | 1 | -2 | -8 | 2
CCCCn1c(N)c(N(C)C(=O)c2ccccc2Oc2ccccc2)c(=O)[nH]c1=O
→ 0 | 1 | 6 | 2 | -2 | -5 | -6 | -1
CCCCOC(=O)N1CCOCCOCCOCCOCC1
→ 4 | 5 | -2 | -6 | nt | nt | -1 | nt
CN1[C@@H](Cc2ccccc2)COc2cc(N3CCSCC3)ccc2S1(=O)=O
→ -3 | 5 | 2 | -7 | nt | nt | 6 | nt
Cc1ccc(-c2ccc3c(c2)O[C@H](CN(C)C(=O)CN(C)C)[C@@H](C)CN([C@H](C)CO)S3(=O)=O)cc1
→ -7 | 4 | nt | nt | 11 | -5 | -24 | -9[16.7 µM]
Cc1ccc(N2CCN(CC(O)COc3cccc4ccccc34)CC2)cc1 (configuration not stated)
→ 3 | 10 | -7 | -9 | 8 | 0 | 9 | -5
Cc1cccc(CSc2[nH]c(=O)ncc2C)c1
→ -3 | -5 | 2 | -11 | -1 | -8 | 0 | 2
C[C@@H]1CN([C@@H](C)CO)C(=O)c2cccc(NC(=O)C3CCCCC3)c2O[C@@H]1CN(C)S(C)(=O)=O
→ -1 | -1 | -6 | 2 | -2 | nt | -9 | 36[16.7 µM]
CCn1c(=O)c(C(=O)NCc2ccccc2)c(O)c2ccccc21
→ -2 | -2 | -2 | 20 | 4 | 13 | -13 | -1

Bioassay records: PubChem, Broad Institute
